Source: PubChem BioAssay
MEP2-GFP yeast – modulators of MEP2-GFP levels in yeast, primary screen, S. cerevisiae, multiplex flow cytometry, MLPCN library. S. cerevisiae MEP2-GFP strain, 3 h; 100% = DMSO control level. GFP response vs DMSO, % at 10 µM. actives 0.51% (n = 330,000). AID 2016, 2009;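 active means GFP response versus DMSO above a set limit, roughly screen mean plus 3 SD, cut at about 180% in these data; inconclusive means fewer than 70 cells counted for a yeast strain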;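 further: median GFP fluorescence of the barcode-gated MEP2-GFP cells per well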
proCasp7 act – procaspase-7 activators, primary screen, counter-screen for procaspase-3 activator project, biochemical, absorbance, HTS, human; Caspase-7 (Homo sapiens), P55210; recombinant procaspase-7, Ac-DEVD-pNA absorbance 405 nm; D23A/D198A/D206A triple mutant, cannot self-cleave; scale: DMSO 0, 5 µM enzyme 100; activation, % at 8.5 µM; actives 0.093% (n = 330,000);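 active means percent activation above the screen-wide mean plus 3 SD, cut at about 25% in these data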
Target sequence (P55210 whole entry D23A/D198A/D206A): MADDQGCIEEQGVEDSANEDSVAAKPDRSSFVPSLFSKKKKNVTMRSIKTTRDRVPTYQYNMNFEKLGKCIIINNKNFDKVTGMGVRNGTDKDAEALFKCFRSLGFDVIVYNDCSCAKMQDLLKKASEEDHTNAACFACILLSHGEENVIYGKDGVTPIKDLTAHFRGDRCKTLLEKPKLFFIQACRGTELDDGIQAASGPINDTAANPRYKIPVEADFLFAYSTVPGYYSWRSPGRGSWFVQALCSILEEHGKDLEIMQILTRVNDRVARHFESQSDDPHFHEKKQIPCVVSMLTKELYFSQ
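System: Procaspase-7 triple mutant (PC-7 D3A); measure: % activation from two-timepoint absorbance difference, scaled to controls; times: 1 h compound preincubation, 2 h substrate cleavage, 25 °C; also added: Ac-DEVD-pNA substrate, 400 µM as added; measured by: Epi-absorbance of released pNA at 405 nm, two timepoints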
RPL19A TOR yeast – RPL19A-GFP expression modulators in yeast, primary screen, cell-based, S. cerevisiae, multiplex flow cytometry, MLPCN | S. cerevisiae RPL19A-GFP strain, 3 h; stronger effect = lower value | percent response vs DMSO, % at 10 µM | actives 0.3% (n = 330,000);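 active means percent response vs DMSO below 50%; inconclusive means fewer than 70 events counted for the yeast strain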;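 further: median channel GFP fluorescence of the barcoded RPL19A-GFP strain; ratio of sample median GFP to plate DMSO average so 100% = DMSO; lower means less RPL19A-GFP as with rapamycin TOR inhibition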
LAP4 TOR yeast – modulators of LAP4-GFP expression in yeast, primary screen, S. cerevisiae, multiplex flow cytometry, MLPCN library. 3 h; median GFP as percent of DMSO wells. GFP response vs DMSO, % at 10 µM. actives 0.34% (n = 320,000). AID 2023, 2009;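 active means GFP response vs DMSO above a set limit, about the screen mean plus 3 SD, cut at about 150% in these data; inconclusive means under 70 cell events counted for the yeast strain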
JMJD2C inh – inhibitors of GASC-1 histone demethylase, primary screen, biochemical, fluorescence, DELFIA europium | GST-JMJD2C(1-420) H3K9me3 demethylation | inhibition, % at 2.35 µM | actives 0.069% (n = 330,000) | AID 2099, 2009;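 active means more than half of a compound's replicate wells show inhibition beyond 50%, single wells judged on their own value; inconclusive means some, but no more than half, of replicates pass 50% inhibition; inactive means no replicate passes 50% inhibition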;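 further: signal counts dimethyl H3K9 product captured on neutravidin plate; 0% = median of DMSO wells and 100% = 0.3 times that DMSO median; strong numbers were not always called active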
Target sequence (Q9H3R0 1-420 limits assumed): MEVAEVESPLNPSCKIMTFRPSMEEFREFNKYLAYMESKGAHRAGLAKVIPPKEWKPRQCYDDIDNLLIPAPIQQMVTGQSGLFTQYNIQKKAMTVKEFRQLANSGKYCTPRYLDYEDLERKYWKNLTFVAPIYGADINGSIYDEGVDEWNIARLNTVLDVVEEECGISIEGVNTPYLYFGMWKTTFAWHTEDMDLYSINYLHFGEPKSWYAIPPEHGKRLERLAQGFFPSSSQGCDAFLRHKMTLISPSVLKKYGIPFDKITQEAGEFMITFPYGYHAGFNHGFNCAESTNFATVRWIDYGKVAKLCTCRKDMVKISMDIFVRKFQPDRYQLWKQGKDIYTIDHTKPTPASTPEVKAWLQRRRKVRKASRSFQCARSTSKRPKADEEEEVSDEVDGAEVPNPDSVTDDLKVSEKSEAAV
proCasp3 act – activators of human procaspase-3 D3A mutant, primary screen, biochemical, absorbance, PC-3 D3A mutant, single concentration | Caspase-3 (Homo sapiens), P42574 | recombinant procaspase-3 D3A, Ac-DEVD-pNA absorbance 405 nm | activation, % at 8.5 µM | actives 0.11% (n = 330,000) | AID 463141, 2010;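 active means activation above the mean of all tested compounds plus 3 SD, cut at about 21% in these data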;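 further: 0% = DMSO alone and 100% = DMSO wells spiked with extra 5 µM PC-3 D3A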
Target sequence (P42574 whole entry D9A/D28A/D175A): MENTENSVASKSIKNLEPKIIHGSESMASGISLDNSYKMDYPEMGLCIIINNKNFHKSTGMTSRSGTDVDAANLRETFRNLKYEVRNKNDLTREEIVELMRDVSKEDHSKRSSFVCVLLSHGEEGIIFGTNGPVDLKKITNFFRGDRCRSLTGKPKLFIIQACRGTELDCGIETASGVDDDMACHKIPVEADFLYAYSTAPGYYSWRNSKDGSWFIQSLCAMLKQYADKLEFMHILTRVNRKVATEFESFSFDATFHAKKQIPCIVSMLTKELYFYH
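Assay system: Procaspase-3 D3A mutant, all three cleavage aspartates alanine. Buffer or medium: Zinc-free HEPES saline buffer with Triton X-100. Times: 1 h compound preincubation, 2 h substrate hydrolysis at 25 °C. Measured by: 405 nm absorbance of p-nitroaniline, reads at 0 and 120 min. Read-out basis: percent activation relative to control range. Replicates: singlicate.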
Yeast superoxide – reduction of superoxide in aged yeast, primary screen, HTS | S. cerevisiae aged cells, superoxide DHE fluorescence; stronger effect = lower value | superoxide response (% of plate mean), % at 10 µM | actives 0.18% (n = 330,000) | AID 2690, 2010;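 active means superoxide response under a set limit, about three screen SD below normal, cut at about 65% in these data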;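 further: yeast aged for seven days with compound at 30 °C before DHE staining; 100% = average MFI of all compound-treated wells on the plate with controls excluded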
AHR activator – AHR activators, primary screen, cell-based, luminescence, luciferase reporter, human | Aryl hydrocarbon receptor (Homo sapiens), P35869 | AHR-responsive luciferase reporter cells | activation, % at 5 µM | actives 2.5% (n = 320,000) | AID 2796, 2010; in the data active means activation above about 47%;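 further: 0% = vehicle wells and 100% = reference agonist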
Starred values were filed as active, the others as inactive; ? = inconclusive; / = not tested or not shown; [ ] = remark or other dose. The order is random, and some 3.8% of all compounds hit somewhere here.

item	SMILES	Yeast superoxide	proCasp3 act	JMJD2C inh	MEP2-GFP yeast
1	CC1CCC2(CC1)Nc1ccccc1C(=O)N2c1ccccc1 (centres undefined)	96	-3	8	100
2	CC(=O)Nc1nnc(SCc2cccc(F)c2)s1	97	-5	7	108
3	CN(C)c1ccc(C(=O)N2CCN(C(=O)C3CCCO3)CC2)cc1 (centres undefined)	86	7	-2	104
4	CCN(CC)C1=C(Cl)C(=O)C(Cl)C12OCCO2 (centres undefined)	103	-4	5	100
5	CC(C)NS(=O)(=O)c1ccc(CCC(=O)NCc2ccncc2)cc1	107	7	10	102
6	COc1cc(C(=O)Nc2cccc3c2CCCC3)cc(OC)c1OC	97	12	6	110
7	COc1ccc(NC2CC(=O)N(C(C)C)C2=O)cc1 (centres undefined)	108	3	-2	101
8	CCN1C2OC3OC4C(OC3OC2N(CC)S1(=O)=O)N(CC)S(=O)(=O)N4CC (centres undefined)	92	5	20	91
9	CC1CCCN(c2ccc([N+](=O)[O-])cc2C(=O)c2ccccc2)C1 (centres undefined)	91	4	-7	99
10	CCC(CC)C(=O)c1c[nH]c(C(=O)NCC2CCCO2)c1 (centres undefined)	101	-7	-2	93
11	Cc1ccc(NC(=O)NCCCN2CCCC2=O)cc1	102	0	5	103
12	Cc1ccc(CC2S/C(=C(/C#N)C(=O)N3CCOCC3)N(c3ccccc3)C2=O)cc1 (centres undefined)	99	-8	-8	112

item	AHR activator	RPL19A TOR yeast	proCasp7 act	LAP4 TOR yeast
1	1	95	-1	89
2	0	100	2	102
3	0	100	7	100
4	-1	101	3	108
5	4	101	-7	104
6	10	103	14	92
7	1	99	-5	116
8	3	96	12	112
9	-2	103	-2	89
10	5	96	-4	92
11	0	106	6	108
12	0	100	10	97

The results go on:
item	SMILES	Yeast superoxide	proCasp3 act	JMJD2C inh	MEP2-GFP yeast
13	C/C=C(\CS(=O)(=O)c1ccccc1)S(=O)(=O)c1ccccc1	101	-5	7	92
14	CC(OC(=O)c1ccccc1)C(=O)NCc1ccco1 (centres undefined)	80	12	6	98
15	CC(C)Oc1ccc(CNC(=O)C2CCCN(S(=O)(=O)N3CCOCC3)C2)cc1 (centres undefined)	94	3	3	104
16	COc1ccc(OC)c(NC(=O)CSc2ccc3ccccc3c2)c1	100	-13	6	98
17	CCOC(=O)C(NC(C)=O)(Nc1ccc(S(=O)(=O)Nc2ncccn2)cc1)C(F)(F)F (centres undefined)	97	1	2	94
18	COc1ccc(NC(=O)c2sc3ncn(CC(=O)N4CCCCC4)c(=O)c3c2C)cc1OC	116	7	-4	101
19	Cc1ccc(-c2nc3n(n2)Cc2ccccc2-3)cc1	144	-2	9	106
20	Nn1c(SCC(=O)N2CCCCCC2)nnc1-c1ccncc1	107	-2	-1	123
21	CCc1ccc(N(C2C=CS(=O)(=O)C2)S(=O)(=O)c2ccccc2)cc1 (centres undefined)	102	3	2	96
22	COc1cc(SC)ccc1C(=O)N(Cc1ccccc1)c1ccccn1	96	1	6	110
23	COCc1ccc(C(=O)Nc2ccc(C(=O)O)cc2)o1	101	-1	3	97
24	COCCn1c(SCC(=O)Nc2ccc(F)cc2)nc2c(oc3ccccc32)c1=O	130	0	3	106

item	AHR activator	RPL19A TOR yeast	proCasp7 act	LAP4 TOR yeast
13	1	98	8	99
14	1	100	14	93
15	2	101	9	94
16	3	86	4	100
17	0	86	-2	89
18	2	95	4	100
19	41	98	-8	110
20	-1	95	-6	111
21	-3	96	-3	106
22	0	90	7	107
23	1	101	6	103
24	12	104	11	95

Grouped by structure, the compounds so far containing a furan ring, fused or not.
item	SMILES	Yeast superoxide	proCasp3 act	JMJD2C inh	MEP2-GFP yeast
14	CC(OC(=O)c1ccccc1)C(=O)NCc1ccco1 (centres undefined)	80	12	6	98
23	COCc1ccc(C(=O)Nc2ccc(C(=O)O)cc2)o1	101	-1	3	97
24	COCCn1c(SCC(=O)Nc2ccc(F)cc2)nc2c(oc3ccccc32)c1=O	130	0	3	106

item	AHR activator	RPL19A TOR yeast	proCasp7 act	LAP4 TOR yeast
14	1	100	14	93
23	1	101	6	103
24	12	104	11	95

(further entries)
item	SMILES	Yeast superoxide	proCasp3 act	JMJD2C inh	MEP2-GFP yeast
25	O=C(C(c1ccccc1)c1ccccc1)N1CCN(Cc2ccccn2)CC1	105	12	8	97
26	C=CC[C@H](CC(=O)NCCO)C(=O)N[C@@H](COC(=O)[C@H](CC=C)CC(=O)OC(C)(C)C)Cc1c[nH]c2ccccc12	97	-2	-4	97
27	S=c1[nH]nc(Cc2n[nH]c(=S)n2-c2ccccc2)n1-c1ccccc1	87	-2	-6	107
28	CCC(Cc1ccccc1)NS(=O)(=O)c1ccc2c(c1)NC(=O)CO2 (centres undefined)	100	4	10	99
29	CCn1cc(C(=O)N[C@H](C)c2ccccc2)c(=O)c2cc(F)c(N3CCN(C)CC3)cc21	105	5	-16	100
30	CCOC(=O)Nc1ccc(=O)n(Cc2c(Cl)cccc2Cl)c1	107	2	-2	105
31	CCOc1cccc(CN2CCN(CCCc3ccccc3)C(CCO)C2)c1O (centres undefined)	97	1	-17	514*[may fluoresce violet]
32	CC(C)[C@H]1COC(NC2=N[C@@H](C(C)C)CO2)=N1	96	5	-79	100
33	N#Cc1ccsc1NC(=O)CN(Cc1ccccc1)Cc1ccccc1	97	4	2	/
34	O=C1C=CC(=O)N1CCCCCCN1C(=O)C=CC1=O	99	-19	4	90
35	Cc1cccc(OCC(=O)Nc2ccc(N3CCCC3)cc2)c1C	84	-1	-3	99
36	CCOc1cc(C2C(C(=O)OC)=C(C)N=C3SCCC(=O)N32)ccc1OC(C)=O (centres undefined)	84	3	5	121

item	AHR activator	RPL19A TOR yeast	proCasp7 act	LAP4 TOR yeast
25	7	97	3	101
26	2	96	11	104
27	0	99	-2	105
28	-4	97	7	88
29	3	98	9	94
30	5	100	-7	115
31	2	46*[may fluoresce violet]	1	89[may fluoresce violet]
32	-1	108	5	108
33	13	/	17	/
34	-1	97	-21	149
35	1	93	-9	107
36	0	100	-4	112

Continuation.
item	SMILES	Yeast superoxide	proCasp3 act	JMJD2C inh	MEP2-GFP yeast
37	Cc1c(NC(=S)N/N=C/c2ccc([N+](=O)[O-])cc2O)c(=O)n(-c2ccccc2)n1C	105	-4	6	99
38	O=C1SC(SCc2ccccc2)=N/C1=C\c1ccc(C(=O)O)cc1	105	-11	-6	100
39	Cc1cc(NC(=O)CCN2C(=O)C3C4CCC(C4)C3C2=O)cc(C)c1Br (centres undefined)	87	2	9	90
40	CCOCCCNC(=S)N(Cc1ccco1)Cc1cc2cc3c(cc2[nH]c1=O)OCCO3	93	-22	10	89
41	O=C(O)c1ccc(N/N=C/C=C/c2ccccc2[N+](=O)[O-])cc1	85	-10	-3	90
42	COc1ccc(S(=O)(=O)N2CCCC(C(=O)NCc3ccc(F)cc3)C2)cc1 (centres undefined)	109	-2	1	117
43	COCCN=C1Sc2nc3cc(C)c(C)cc3cc2CN1Cc1cccs1	70	10	7	95
44	Oc1ccc(-c2nc3ccccn3c2NCc2ccc3c(c2)OCO3)cc1	106	-10	3	101
45	COc1ccccc1-n1cc(CN2CCN(C3CCCC3)C(CCO)C2)cn1 (centres undefined)	117	4	1	92
46	Cc1ccc(NP(=O)(Nc2ccc(C)cc2)Nc2ccc(C)cc2)cc1	106	10	6	100
47	CC1c2cc3c(cc2CCN1S(=O)(=O)c1ccccc1)OCCCO3 (centres undefined)	92	2	9	96
48	Cc1csc2c(=O)[nH]cnc12	99	-3	-4	103

item	AHR activator	RPL19A TOR yeast	proCasp7 act	LAP4 TOR yeast
37	1	98	-16	104
38	-2	95	-8	106
39	3	88	9	94
40	16	95	-21	93
41	22	92	9	98
42	-1	105	4	104
43	0	101	2	106
44	71*	101	-15	95
45	2	91	3	94
46	2	96	1	102
47	8	98	-8	112
48	-1	99	10	96

Looked up one by one from the list above, 5 records:
item	SMILES	Yeast superoxide	proCasp3 act	JMJD2C inh	MEP2-GFP yeast
44	Oc1ccc(-c2nc3ccccn3c2NCc2ccc3c(c2)OCO3)cc1	106	-10	3	101
43	COCCN=C1Sc2nc3cc(C)c(C)cc3cc2CN1Cc1cccs1	70	10	7	95
39	Cc1cc(NC(=O)CCN2C(=O)C3C4CCC(C4)C3C2=O)cc(C)c1Br (centres undefined)	87	2	9	90
38	O=C1SC(SCc2ccccc2)=N/C1=C\c1ccc(C(=O)O)cc1	105	-11	-6	100
37	Cc1c(NC(=S)N/N=C/c2ccc([N+](=O)[O-])cc2O)c(=O)n(-c2ccccc2)n1C	105	-4	6	99

item	AHR activator	RPL19A TOR yeast	proCasp7 act	LAP4 TOR yeast
44	71*	101	-15	95
43	0	101	2	106
39	3	88	9	94
38	-2	95	-8	106
37	1	98	-16	104

Following part.
item	SMILES	Yeast superoxide	proCasp3 act	JMJD2C inh	MEP2-GFP yeast
49	NC(=O)c1c(NC(=O)c2ccccc2)sc2c1CCN(Cc1ccccc1)C2	85	-3	-10	99
50	Cc1ccc(N=C2NC(=O)/C(=C/c3cccn3C)S2)cc1	73	-5	4	98
51	O=c1c2cc(N3CCOCC3)ccc2[nH]c(=S)n1Cc1cccc(Cl)c1	106	2	-2	103
52	COc1cc(/C=N/N=C(N)N)ccc1OCc1ccccc1Cl	122	-3	-10	102
53	CCN1CCN(C(=O)c2cc3c(s2)-c2ccccc2S(=O)(=O)C3)CC1	97	5	-8	100
54	COc1cccc(CNC(=O)CCC2CCCN(c3cc(C)nc(N)n3)C2)c1 (centres undefined)	99	3	9	105
55	c1ccc(SCCCCNC2CCCC2)cc1	94	-3	-7	120
56	O=c1[nH]c(N/N=C\c2ccc3c(c2)OCO3)nc2ccccc12	82	24*	3	108
57	COc1ccc2c(c1)C(=O)N(c1ccccc1C)C(=O)C2(C)C	89	7	3	80[may fluoresce red]
58	Cc1sc2ncnc(Sc3ccccc3C(=O)O)c2c1C	96	2	-4	95
59	CCOc1cccc(/C=N/N2C(=O)CSC2=S)c1O	87	-18	-10	94
60	CC1Oc2ccccc2N(CC(=O)NCCN2CCOCC2)C1=O (centres undefined)	92	7	-7	102

item	AHR activator	RPL19A TOR yeast	proCasp7 act	LAP4 TOR yeast
49	30	100	-13	103
50	29	97	-2	105
51	8	102	1	102
52	5	102	12	92
53	40	100	-8	98
54	1	109	5	89
55	0	121	1	100
56	57*	99	28*	97
57	9	?	-5	?
58	2	103	6	92
59	4	91	-28	102
60	0	98	1	93
